# High-throughput results (PubChem)
# ERK EGF block: blocks ERK signaling stimulated by EGF; HEK293-V1b, EGF-stimulated phospho-ERK AlphaScreen; Potency, µM (titrated, usually from 11.5 µM), without a hit: at the top dose activity change, negative = inhibition, most hits filed as inhibitors; 130,000 tested, 0.41% active; active = well fitted inhibition curve with a large enough effect; inconclusive = small, poorly fitted or top-dose-only effect, or effect the other way;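 note: plate controls were stimulated vehicle wells for no effect and unstimulated vehicle basal for full effect; nearly all actives have a fitted effect of over 55% in size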
#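 HEK293 cells stably expressing V1b receptor, serum-reduced (1% FBS) overnight, pretreated 30 min with compound, then stimulated 5 min with 25 nM EGF; phospho-ERK detected by AlphaScreen SureFire. AC50 from Hill fits, normalized to DMSO and EGF.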
# An asterisk follows results filed as active; ? = inconclusive; & = joins results of further samples; [ ] = another dose, or the depositor's remark. Potency is the fitted concentration of half-maximal effect.
SMILES | ERK EGF block
C1CC(CN2CCOCC2)CN(c2nc3nonc3nc2N2CCSCC2)C1 (stereo not drawn) | 0.4%
COc1ccccc1/C=C/C=N/n1c(-c2ccccn2)n[nH]c1=S | -0.4%[57.5 µM]
CCNC(=O)CSc1nnc(-c2cc(-c3ccc(Cl)cc3)nc3ccccc23)o1 | -5.6%
C/C(=N\NC(=O)CC1(C)OCCO1)c1cccs1 | -1.3%
Cc1nc2[nH]c(=O)[nH]c(=O)c2[nH]1 | 10.0%
Cc1cccc(C(C)C)c1NC(=O)c1ccc(COc2ccc3c(C)cc(=O)oc3c2)cc1 | 7.2%
S=C(Nc1ccccc1Cl)N(CCN1CCCCC1)Cc1ccco1 | 0.1%
Cc1cc(NC(=O)CN2CCc3ccccc3C2)nc2c1c(=O)oc1ccccc12 | -8.6%[57.5 µM]
COc1ccc(OCCSc2nnc(C)n2-c2ccccc2)cc1 | 7.1%
O=C(NCc1ccccc1)C(=O)Nc1nccs1 | 3.8%
O=C1[C@@H]2CSCN2C(=O)CN1Cc1ccc(F)cc1 | -6.5%[57.5 µM]
O=C(COC(=O)c1cc(-c2cccs2)nn1-c1ccccc1)Nc1cc([N+](=O)[O-])ccc1Cl | -2.6%
CCn1ncc([C@@H]2C[C@H]3CN(Cc4ccccc4C)C(=O)[C@]34CCCN24)c1C | 10.0%
CCn1nnnc1SCC(=O)Nc1cc(C)on1 | 1.9%
CCOc1ccc(NC(C(=O)Nc2cccc(C(C)=O)c2)c2ccccc2)cc1 (stereo not drawn) | 4.3%
CCc1ccc(Oc2ncnc(N)c2[N+](=O)[O-])cc1 | 7.4%
COc1ccc(NC(=O)COC(=O)/C=C/c2ccc(OC)c(S(=O)(=O)N3CCOCC3)c2)cc1 | -7.3%
CCOC(=O)C(=NCC1CCCO1)NNc1ccccc1Cl (stereo not drawn) | -4.1%[57.5 µM]
Oc1ccc(/C=N/N2CCOCC2)c(O)c1O | -2.7%
CCCCC1=CC2=C(c3ccco3)C(=O)C(C)(OC(=O)c3cccs3)C(=O)C2=CO1 (stereo not drawn) | -4.4%
O=C(CNC(=O)c1cccs1)OCC(=O)c1ccc([N+](=O)[O-])cc1 | -9.5%
Cc1nnn(-c2nonc2N)c1C(=O)NNC(=O)c1ccc(Cl)c(Cl)c1 | 0.8%
N[C@H](Cc1ccc(Cl)cc1)C(=O)O | -1.0%
CCN(CC)CCC[C@H](C)Nc1c2ccc(Cl)cc2nc2ccc(OC)cc12 | -4.1%[25.7 µM]
CC1(C)CC2CC(C)(CN2Cc2c(O)ccc3ccccc23)C1 (stereo not drawn) | -3.6%
Cc1cc(-c2ccccc2)nc2cc(C(=O)NCCCn3ccnc3)nn12 | -1.6%
CCCCCC1(C)NC(=S)N(c2ccccc2)N1 (stereo not drawn) | 3.9%
O=C(CSc1nc(-c2ccccc2)cc(C(F)(F)F)n1)c1cccc([N+](=O)[O-])c1 | 5.8%
C[C@H](NC(=O)c1ccccc1)C(=O)Nc1nc(-c2ccccn2)cs1 | -0.4%
CCCC(=O)Nc1c(-c2ccccc2OC)c(=O)c2ccccc2n1C | 4.2%[57.5 µM]
C[C@@H](C(=O)O)[C@H]1C[C@]1(C)[C@H](NC(=O)OCc1ccccc1)c1ccccc1 | 10.7%&-4.3%
O=C(NC(=S)N1CCOCC1)C12CCC3CC(CC(C3)C1)C2 | 1.5%

# In a second layout: four of the compounds above
CCCCCC1(C)NC(=S)N(c2ccccc2)N1 (stereo not drawn)
  ERK EGF block: 3.9%

O=C(CSc1nc(-c2ccccc2)cc(C(F)(F)F)n1)c1cccc([N+](=O)[O-])c1
  ERK EGF block: 5.8%

C[C@H](NC(=O)c1ccccc1)C(=O)Nc1nc(-c2ccccn2)cs1
  ERK EGF block: -0.4%

CCCC(=O)Nc1c(-c2ccccc2OC)c(=O)c2ccccc2n1C
  ERK EGF block: 4.2%[57.5 µM]

# (list continues)
SMILES | ERK EGF block
CCc1ccc(C(=O)NNc2ccc(F)cc2F)cc1 | 1.8%[57.5 µM]
COC(=O)c1ccc2nc(-c3ccc4c(c3)OCO4)cn2c1 | 0.8%
O=C1C(CCS(=O)c2ccccc2)C(=O)N(c2ccccc2)N1c1ccccc1 (stereo not drawn) | -5.9%
O=C(NCCCO)NC(=S)c1cccc2ccccc12 | -11.4%
c1ccc(-c2nc(N3CCCC3)nc3ccccc23)cc1 | 3.0%
CCOC(=O)c1c(C)[nH]c(C=O)c1Cc1cccc(Cl)c1 | -2.0%
CCCc1nc2ccc(NC(=O)c3cccs3)cc2c(=O)n1Cc1ccc(Cl)cc1 | 17.4%
O=C1CC[C@@H](CN(Cc2ccccn2)Cc2nc(Cc3cccc(C(F)(F)F)c3)no2)N1 | 0.6%
COc1cccc(CC(NC(C)=O)C(=O)NC2CCN(S(=O)(=O)c3ccc(C)cc3)CC2)c1OC (stereo not drawn) | 1.9%
O=C1SC(SCc2ccccc2)=N/C1=C\c1ccc(C(=O)O)cc1 | -5.2%
Fc1cccc(CCN2C(=S)NC[C@@H]2CC2CCCCC2)c1 | -8.3%[57.5 µM]
Cc1cc(C)c(OCCNC(=O)c2ccccc2Sc2ccccc2C#N)c(C)c1 | 2.8%
CCCC(=O)Nc1c(-c2ccccc2)c(=O)c(C)nn1-c1ccc(C)cc1 | -10.6%[57.5 µM]
CCn1cc(S(=O)(=O)Nc2cc(F)ccc2C)cn1 | 12.1%
Cc1ccc2c(c1C)NC(C(=O)O)C1CC=CC21 (stereo not drawn) | -10.0%[57.5 µM]
Cc1cc(C(=O)NNc2ccc(C(C)C)cc2)n(C(C)(C)C)n1 | 3.0%[57.5 µM]
CCOc1ccc(CC(=O)Nc2cccc(-c3ccc4nnc(C)n4n3)c2)cc1 | 2.2%
O=C1CSC(c2ccccc2)N1CC(O)c1ccc([N+](=O)[O-])cc1 (stereo not drawn) | 1.2%
CCN(C(=O)c1cc2c(=O)[nH]c3ccc(C)cc3c2s1)c1ccc(OC)cc1 | -11.4%[57.5 µM]
CCCCCCCC(=O)N/N=C(\C)c1ccc(N)cc1 | 13.3%
Cn1c(N)c(-c2nc3cccnc3n2C)sc1=S | -6.5%
Cc1cccc(C)c1NC(=O)CN | -1.7%[57.5 µM]
N#CCCn1c(=O)c(-c2ccccc2)nc2cnc(Oc3cccc(Cl)c3)nc21 | 9.3%
O=C(NCCCN1CCOCC1)c1ccc(Br)cc1Br | -8.5%
CCOC(=O)c1ccc2c(c1)n(CCCS(=O)(=O)[O-])c(/C=C/c1ccc(Cl)cc1)[n+]2CC | 12.3%[57.5 µM]
CN(Cc1nc2ccccc2c(=O)[nH]1)Cc1nc2ccsc2c(=O)[nH]1 | 6.1%
Cn1c(=O)[nH]c(=O)c2c1nc(CN1CCN(c3ccccc3F)CC1)n2CCCc1ccccc1 | -3.1%
COc1ccc(NC(=O)C(Cc2ccccc2)n2cccc2)cc1 (stereo not drawn) | -3.1%[57.5 µM]
COc1ccc(CNC(=O)Nc2ccc(C)cc2C)cc1 | -4.5%
Cc1cccc([C@@H]2CN(C)CCc3c2cc(O)c(O)c3Cl)c1 | -16.2%
O=C(Cn1cncn1)N/N=C/c1cccc(Cl)c1 | 0.2%[57.5 µM]
CC(C)NC(=O)CC(=O)N/N=C\c1ccccc1C(=O)O | 9.8%
CCN(CC)S(=O)(=O)c1ccc(N2CCOCC2)c(NC(=O)COc2ccccc2)c1 | 31.1%
O=C(CSc1ncn[nH]1)Nc1ccc([N+](=O)[O-])cc1Br | 4.2%
O=C(Nc1ccccc1)c1csc(-c2ccccc2)n1 | -1.6%
C=CCNC(=S)Nc1c(N)n(C)c(=O)n(C)c1=O | -0.1%[57.5 µM]
COc1ccc(-c2nc(CN3CCN(c4cc(C)nc(C)c4)CC3)c(C)o2)c2ccccc12 | -15.5%
CCOc1ccc(C(=O)Nc2ccc(Cc3ccncc3)cc2)cc1Br | 6.7%
Cc1ccc(NC(=O)c2cccnc2C(=O)Nc2ccc(C)cc2)cc1 | -6.2%
COc1cccc(CNS(=O)(=O)c2ccc3c(c2)CCN3C(=O)C2CC2)c1 | -7.0%[57.5 µM]
CCOC(=O)c1c2ccc(OCC(=O)NN)cc2n2ccccc12 | -1.8%
CC1CCN(C2CC(=O)N(c3ccc(Br)cc3Br)C2=O)CC1 (stereo not drawn) | -1.5%[57.5 µM]
O=C(CN1C(=O)CCC1=O)NC(=O)NC1CCCC1 | 8.9%[57.5 µM]
O=C(Nc1cccc(-c2nc3ccccc3s2)c1)C1=COCCO1 | 1.1%
COc1cc(/C=N\Nc2ccc([N+](=O)[O-])cn2)ccc1OCC(=O)O | 1.2%
Cc1nn(-c2ccccc2)c(N2CCCC2)c1/C=N/Nc1ccc(S(=O)(=O)Nc2ccccc2)cc1[N+](=O)[O-] | 3.5%
COC(=O)COc1cccc(NC(=O)c2cccc(C)c2)c1 | -8.0%
c1cncc(CNc2ncnc3sc4c(c23)CCCC4)c1 | -10.5%
COCC(=O)Nc1nnc(Cc2ccc(OC)cc2)s1 | -2.9%
O=C(O)[C@H]1C[C@@H](CP(=O)(O)O)CCN1 | -12.9%
CCN(CC)C(=O)c1cn(CCC#N)nc1-c1ccc2c(c1)OCCO2 | 3.8%
Cc1cccc(OCC(=O)Nc2ccc3nc(C)sc3c2)c1 | ?
O=C(CN1CCOCCOCCOCCOCC1)Nc1ccccc1 | 10.3%
O=C(c1c[nH]c2ccccc12)N1CCOCC1 | -4.4%
CCc1ccc[n+](-c2nc3ccccc3nc2C(=C=[N-])C#N)c1 | -13.9%[57.5 µM]
Cc1ccc2nc(C)c(C(=O)N/N=C/c3cccc([N+](=O)[O-])c3)cc2c1 | 0.7%

# (list continues)
SMILES | ERK EGF block
COCCNC(=O)C1(CC(C)C)C=CCN1C(=O)OC (stereo not drawn) | -0.6%
Cc1ccc(S(=O)(=O)N2CCSC2=Nc2ccccc2)cc1 | -5.8%[57.5 µM]
CC(C)NCC(O)COC1C2CC3CC(C2)CC1C3 (stereo not drawn) | 9.0%
CCCN(CCC)CCNC(=O)CCC(=O)Nc1ccc2nc(N3CCN(C)CC3)cc(C)c2c1 | 0.4%
CCCCn1c(=O)c(C(C)=O)c(O)c2ccccc21 | -1.0%
CN(CC(=O)Nc1ccc(S(=O)(=O)N2CCCC2)cc1)CC(=O)Nc1ccc(F)c(F)c1F | 2.4%
COc1cccc(N=CC=C2OC(C)(C)C(C)(C)O2)c1 | 3.4%
O=C(Nc1sc2c(c1C(=O)c1ccccc1)CCCC2)c1cccnc1 | 4.9%
COc1ccc(N2CCN(C(=O)c3ccc(COc4ccc5c(C)cc(=O)oc5c4)cc3)CC2)cc1 | 6.6%
Cc1ccc(OCC(=O)Nc2ccc3c(c2)OC(F)(F)O3)c([N+](=O)[O-])n1 | -5.9%
O=C(N/N=C/c1cccnc1)c1[nH]ncc1Br | -1.6%
COc1ccc(-c2c(C#N)c(N)nc3sc(C(=O)c4ccc(C)cc4)c(N)c23)cc1 | -4.0%
CCSc1nnc(NC(=O)c2cccnc2Cl)s1 | -7.0%
CCCc1c(C)[nH]c2ccc(C(=O)O)cc2c1=S | -1.8%[57.5 µM]
CC1CCC2(CC1)C(Nc1cccc(Cl)c1)=NC(=S)N2CC#N (stereo not drawn) | 18.5%
COc1ccc(/C=N/N(Cc2ccccc2)c2ccccc2)cc1O | ?
O=C(O)CC(C(=O)N(c1ccccc1)c1ccccc1)N1CCOCC1 (stereo not drawn) | ?
FC(F)(F)c1cc(N2CCOCC2)nc(-c2ccccc2)n1 | 12.7%
Nc1ccc(O)c2c(=O)cc(-c3ccccc3Cl)oc12 | -2.2%
NC(=S)N/N=C/c1coc2ccc(O)cc2c1=O | -2.0%[57.5 µM]
N/C(Cc1ccc([N+](=O)[O-])cc1)=N\OC(=O)Cc1ccccc1 | 1.9%
CC1=CC(=O)[C@H]2C(C)(C)CCC[C@]2(C)[C@@]1(O)CO | -9.5%[57.5 µM]
COC(=O)C1=NN[C@H](C(=O)OC(C)(C)C)[C@H]1c1ccccc1 | 9.7%
O=C(Nc1ccc2oc(-c3ccccc3)nc2c1)c1cc(-n2cnnc2)ccc1Cl | -5.7%
CCN(C(=O)CSc1nnc(Nc2ccccc2)s1)C1CCS(=O)(=O)C1 (stereo not drawn) | -5.1%
S=c1[nH]nc(-c2ccco2)n1/N=C/c1ccc(Cl)cc1 | 9.5%
COc1cccc(/C=N/NC(=O)CN(C2=NS(=O)(=O)c3ccccc32)c2ccccc2)c1 | -3.2%
O=C(c1c(F)cccc1F)N1CCCC1 | -1.3%
COc1ccc(C(CC(=O)O)NC(=O)COc2cc(C)ccc2C)cc1OC (stereo not drawn) | -6.4%
O=C(COc1cc(F)ccc1[N+](=O)[O-])Nc1cccc(Br)c1 | -12.3%
Cc1ccc(S(=O)(=O)N2CCC(NC(=O)c3ccccc3)CC2)cc1 | -3.4%
COc1ccnc(CSC(N)=Nc2ccc(F)cc2)c1 | -0.9%
O=C(N/C(=C/c1cccs1)C(=O)N1CCOCC1)c1ccccc1 | 4.4%
CC(=O)N/N=C(\N)c1nonc1N | 3.9%[57.5 µM]
COc1ccc(N2CCN(C(=O)CN3CCN(c4nc(-c5ccc(F)cc5)cs4)CC3)CC2)cc1 | ?
COc1ccccc1-n1nc(C)c(-c2ccccc2)c1N | -1.6%
O=C(COc1ccc2oc(-c3ccco3)cc(=O)c2c1)N1CCCCC1 | -1.7%
O=c1[nH]cnc2c1c(-c1ccccc1)cn2-c1ccc(F)cc1 | -3.6%

# Not all compounds are listed (hit frequency here may not be typical).
